Screens from PubChem.
TRPC4 inh – blocks the mouse TRPC4 cation channel | B-score at 10 µM | 300,000 tested, 0.39% active | HEK293 TRPC4beta/mu-opioid, DAMGO-evoked Fluo4 calcium flux; stronger effect = lower value;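 active = B-score over 3 SD under the library average, no early fluorescence shift, positive overall ratio signal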
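Assay system – HEK293 line stably carrying TRPC4beta and mu-opioid receptor · Doses – single dose · Detection – Fluo4 calcium-dye fluorescence, kinetic read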
RGS4 act – potentiators or activators of RGS4; HEK293 M3R/inducible RGS4, carbachol calcium flux Fluo4; stronger effect = lower value; B-score at 10 µM; 310,000 tested, 0.92% active; AID 463111;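 active = B-score of the integrated calcium signal more than 4 SD below the library mean, with starting fluorescence not abnormally high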;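 also: negative B-score means reduced calcium response which marks RGS4 activation or potentiation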
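System: HEK293 FlpIn-TREx cells, stable M3R, doxycycline-inducible RGS4. Timing: overnight RGS4 induction, 30 min dye load 37 °C, 20 min compound RT. Also added: carbachol, ECmax concentration. Measured by: Fluo4 fluorescence kinetic imaging of calcium. Evaluation: integrated calcium ratio converted to B score.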
TRPC6 act – activators of mouse TRPC6 channel | Q61143 | HEK293-TRPC6 membrane potential dye fluorescence; stronger effect = higher value | B-score at 10 µM | 310,000 tested, 0.13% active;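 active = B-score of the integrated fluorescence ratio above library mean plus 3 SD, and starting fluorescence ratio within library mean plus 5 SD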;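 also: higher score means more depolarization so channel activation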
MrgX1 ag – agonists of human MrgX1 receptor | Q96LB2 | MrgX1-HEK293 cells, Fluo-4 calcium fluorescence, agonist mode; stronger effect = higher value | B-score at 10 µM | 310,000 tested, 0.44% active | AID 588627;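 active = calcium response B-score plate-corrected fluorescence ratio at least 3 library SD, with starting fluorescence B-score inside 5 SD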
Target sequence (Q96LB2 whole entry, looked up): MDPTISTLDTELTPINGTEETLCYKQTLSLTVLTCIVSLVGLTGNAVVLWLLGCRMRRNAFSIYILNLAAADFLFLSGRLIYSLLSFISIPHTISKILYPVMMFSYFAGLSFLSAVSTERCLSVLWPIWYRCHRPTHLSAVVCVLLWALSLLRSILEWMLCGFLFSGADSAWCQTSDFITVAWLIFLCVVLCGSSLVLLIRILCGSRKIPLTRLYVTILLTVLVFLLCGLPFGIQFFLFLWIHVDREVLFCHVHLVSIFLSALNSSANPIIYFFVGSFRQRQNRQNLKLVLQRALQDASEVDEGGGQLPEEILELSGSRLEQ
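Assay system: stable human MrgX1 HEK293 cell line. Quantity: 15,000 cells per well. Schedule: cells plated overnight, dye loaded 0.5 h 37 °C, 0.5 h room temperature. Detection: Fluo-4 NW calcium-flux fluorescence, kinetic read. Read-out basis: peak-minus-minimum fluorescence over baseline, converted to B scores. Control set: positive and negative control wells on each plate.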
MrgX1 antag – blocks BAM8-22 activation of human MrgX1 receptor; 310,000 tested, 1.3% active; MRGX1-HEK293 calcium flux, Fluo-4, BAM8-22 antagonism; stronger effect = lower value; Q96LB2; AID 588676; B-score at 10 µM;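 active = calcium-response B-score plate-corrected more than 3 library SD below zero, starting fluorescence within 5 deviations, no agonist response on first addition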;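 also: peak minus trough fluorescence over baseline after final BAM8-22 challenge near maximal dose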
HIF act – HIF pathway transcriptional activation; U2OS HRE-luciferase reporter, luminescence; normalized: DMSO 0%, desferrioxamine 100%; AID 1910; activation, % at 7.5 µM (by protocol); 300,000 tested, 0.32% active;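 active = mean activation of at least 10% of the iron chelator positive control signal, with at least half of replicates also reaching 10%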
Platelet DG rel – platelet dense granule release activity; inhibition, %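 (compounds screened at 7.5 µM in platelet-rich plasma)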; AID 1663; 300,000 tested, 0.22% active; human platelet-rich plasma, SFLLRN dense granule ATP release, luminescence;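 active = mean replicate score, as percent of positive control, at or above 50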
TRPC6 inhibitor – blocks the mouse TRPC6 cation channel | B-score at 10 µM | Q61143 | 310,000 tested, 1.1% active | HEK293-TRPC6, membrane potential dye, ACh-evoked depolarization; stronger effect = lower value;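 active = B-score under library mean minus 3 SD, initial fluorescence not abnormally high, positive integrated signal ratio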;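 also: B-score derived from integrated fluorescence ratio over the kinetic read; more negative B-score means stronger inhibition of depolarization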
RGS4 block – human RGS4 inhibition; P49798; HEK293 M3R/RGS4 inducible, Fluo-4 calcium flux; stronger effect = higher value; triggered by carbachol at its EC20; B-score at 10 µM; 310,000 tested, 0.45% active; AID 463165;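 active = B-score, a plate-corrected calcium signal, over three deviations above library mean, with baseline fluorescence within five deviations of library mean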;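 also: RGS4 expression induced by doxycycline in cells with stable M3 receptor; B-score is computed from the integrated fluorescence ratio over baseline after carbachol; higher B-score means a larger calcium signal and so more RGS4 inhibition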
Target sequence (P49798 whole entry, looked up): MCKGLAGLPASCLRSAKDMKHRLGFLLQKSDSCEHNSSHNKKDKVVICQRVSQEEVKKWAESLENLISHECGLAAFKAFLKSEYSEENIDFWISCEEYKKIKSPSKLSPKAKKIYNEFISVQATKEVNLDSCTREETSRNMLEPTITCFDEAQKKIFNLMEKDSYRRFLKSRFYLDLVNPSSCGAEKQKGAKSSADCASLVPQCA
SKKanGAS inh – blocks kanamycin growth of S. pyogenes SKKanGAS strain; BacTiter-Glo, 6 h; 300,000 tested, 1.3% active; inhibition, % at 7.5 µM;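 active = mean replicate score, as percent of positive control median, at least 50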;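 also: strain carries kanamycin resistance gene driven by streptokinase promoter and grows in 40 µg/ml kanamycin; loss of luminescence reflects streptokinase promoter inhibition or plain growth inhibition; 0% = median of DMSO wells and 100% = positive control at its reference dose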
MrgX1 allo act – allosterically activates human MrgX1 receptor signaling. MrgX1-HEK293, Fluo-4 calcium flux, FDSS; stronger effect = higher value. AID 588675. 310,000 tested, 0.63% active. Q96LB2. B-score at 10 µM;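 active = plate-corrected calcium response at least 3 library SD above typical, normal starting fluorescence, not activating the receptor alone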;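 also: compound read alongside a low EC10 to EC30 dose of BAM8-22 agonist; peak minus trough fluorescence over baseline measured at the second addition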
Active calls of the source: *; i = inactive; / = not tested or not shown.

SMILES	TRPC4 inh	RGS4 act	TRPC6 act	MrgX1 ag	MrgX1 antag	HIF act	Platelet DG rel	TRPC6 inhibitor	RGS4 block	SKKanGAS inh	MrgX1 allo act
Cc1ccc(S(=O)(=O)c2cn(C)c3cc(N4CCOCC4)c(F)cc3c2=O)cc1	i	i	i	i	i	-0.1	-1	i	i	3	i
NS(=O)(=O)c1ccc(CNC(=O)c2ccncc2)cc1	i	i	i	i	i	-0.1	-28	i	i	3	i
COc1ccc(NC(C)=O)cc1S(=O)(=O)Nc1ccc(C(=O)N2CCCC2)cc1	i	i	i	i	i	-0.1	-1	i	i	6	i
Cc1ccc(NC2CC(C)NC(=S)N2)cc1 (stereo not drawn)	i	i	i	i	i	2.5	-14	i	i	-11	i
Cc1ccnc(NC(=O)c2ccc3c(c2)C(=O)N(CC(C)C)C3=O)c1	i	i	i	i	i	2.6	23	i	i	10	i
COc1cccc(/C=C2\Oc3cc(OC(=O)N4CCOCC4)ccc3C2=O)c1	i	i	i	i	i	-0.2	-7	i	i	0	i
COCCCn1c(C)nnc1SCC(=O)Nc1ccc(C(C)=O)cc1	i	i	i	i	i	-0.6	1	i	i	6	i
CCOC(=O)c1c(C)[nH]c(NC(=O)N2CCOCC2)c1C	i	i	i	i	i	0.1	2	i	i	2	i
O=C(NCC1CCOCC1)c1ccc(OC2CCN(Cc3ccccn3)CC2)cc1	i	i	i	i	i	-0.2	-4	i	i	-11	i
CC(Oc1ccccc1)C(=O)Nc1ccc(S(=O)(=O)N2CCN(C)CC2)cc1 (stereo not drawn)	i	i	i	i	i	-1.1	-1	i	i	-5	i
O=C(COC(=O)c1cc(Cl)ccc1Cl)Nc1ccc2[nH]c(=O)[nH]c2c1	i	i	i	i	i	-0.5	4	i	i	-1	i
CC(=O)N1c2ccc(S(=O)(=O)N(C)CC(=O)NCc3ccc(C)cc3)cc2CC1C (stereo not drawn)	i	i	i	i	i	-0.3	-2	i	i	-2	i
CC(=O)N1CCN(CC(=O)Nc2c(Cl)cc(Cl)cc2Cl)CC1	i	i	i	i	i	-0.3	8	i	i	6	i
O=C(N/N=C\c1cn(-c2ccccc2)nc1-c1ccccc1)c1ccc2c(c1)OCO2	i	i	i	i	i	0.5	3	i	i	31	i
Oc1ccccc1C=NCCCCCCN=Cc1ccccc1O	i	i	i	i	i	-0.7	1	i	i	-10	i
S=C(c1ccccc1)N1CCCc2ccccc21	i	i	i	i	i	-0.5	-5	i	i	-10	i
C/C(CC(=O)NCc1ccco1)=N\NC(=O)Cc1ccccc1	i	i	i	i	i	0.1	-5	i	i	-1	i
O=C(O)c1ccc(-n2cccc2)cc1O	i	i	i	i	i	-0.2	6	i	i	7	i
COc1ccc(N2CCN(CC(=O)c3ccc(Cl)cc3)CC2)cc1	i	i	i	i	i	-2.0	-4	i	i	2	i
O=C1CCCC/C1=C\Nc1ccc(O)cc1	i	i	i	i	i	/	-1	i	i	7	i

The final 2 entries of the section before come first, to join the parts.
SMILES	TRPC4 inh	RGS4 act	TRPC6 act	MrgX1 ag	MrgX1 antag	HIF act	Platelet DG rel	TRPC6 inhibitor	RGS4 block	SKKanGAS inh	MrgX1 allo act
COc1ccc(N2CCN(CC(=O)c3ccc(Cl)cc3)CC2)cc1	i	i	i	i	i	-2.0	-4	i	i	2	i
O=C1CCCC/C1=C\Nc1ccc(O)cc1	i	i	i	i	i	/	-1	i	i	7	i
COc1cccc(CNC(=O)C2CCN(S(=O)(=O)c3ccccc3)CC2)c1	i	i	i	i	i	-0.2	-2	i	i	2	i
CCCOc1ccc(S(=O)(=O)NCc2ccc(OC)cc2)cc1	i	i	i	i	i	-0.3	-3	i	i	-6	i
Cc1csc(NC(=O)/C=C/c2ccc(C)o2)n1	i	i	i	i	i	2.2	11	i	i	0	i
CCOC(=O)c1oc2ccccc2c1N	i	i	i	i	i	3.2	5	i	i	-5	i
N#Cc1c(NC(=O)CSc2nnc(-c3ccco3)n2-c2ccccc2)sc2c1CCC2	i	i	i	i	i	0.1	0	i	i	10	i
CCCCC(=O)Nc1cc(OC)c(NC(=S)NC)cc1OC	i	i	i	i	i	-0.1	12	i	i	-3	i
O=C(NCC1CCCO1)C1CCN(c2ccc(S(=O)(=O)N3CCCC3)cc2)CC1 (stereo not drawn)	i	i	i	i	i	-0.5	2	i	i	5	i
CCOc1cc(C(=O)N/N=C(\C)Cc2ccc(OC)cc2)cc(OCC)c1OCC	i	i	i	i	i	2.1	1	i	i	-2	i
COc1ccc(NS(=O)(=O)c2cc(Br)cc3c2N(C(C)=O)CC3)cc1	i	i	i	i	i	2.0	-6	i	i	1	i
O=C1CC(C(F)(F)C(F)(F)C(F)(F)C(F)F)=Nc2ccccc2N1	i	i	i	i	i	0.6	-4	i	i	-7	i
COc1cccc(-c2cc(C(=O)NCc3ccco3)c3ccccc3n2)c1	i	i	i	i	i	0.3	8	i	i	-2	i
COc1ccccc1NC(=O)CSc1nnc(Cn2cnc3ccccc32)n1C	i	i	i	i	i	-0.1	-4	i	i	-3	i
C/C(Cn1nnc([N+](=O)[O-])n1)=N\NC(=O)c1ccccc1Cl	i	i	i	i	i	0.3	15	i	i	1	i
COc1cccc(NC(=O)[C@H](Cc2c[nH]c3ccccc23)NC(=O)[C@@H]2Cc3ccccc3CN2)c1	i	i	i	i	i	0.3	-9	i	i	8	i
Cc1ccccc1-c1nc(-c2cccnc2)no1	i	i	i	i	i	2.3	-3	i	i	-17	i
N#C/C(=C\Nc1ccc2c(c1)OCCO2)c1nc2ccccc2[nH]1	i	i	i	i	i	3.1	-2	i	i	10	i
CC(C)c1nc2ccccc2n1CCC(=O)O	i	i	i	i	i	0.1	2	i	i	0	i
COc1cccc(S(=O)(=O)Nc2ccc(C(=O)Nc3ccncc3)cc2)c1	i	i	i	i	i	-1.7	18	i	i	-3	i
CN(C(=O)CC1C(=O)NCCN1Cc1ccoc1)C1CCOCC1 (stereo not drawn)	i	i	i	i	i	-0.1	5	i	i	4	i
O=C(Cc1ccccc1)NCC(=O)OCC(=O)c1ccc(Cl)cc1	i	i	i	i	i	0.2	1	i	i	-2	i
O=C(Nc1ccc([N+](=O)[O-])cc1)C(=O)Nc1cccc(C(=O)O)c1	i	i	i	i	i	-4.0	83*	i	i	5	i
COc1cnc(-c2ccccn2)nc1Oc1ccc(F)cc1F	i	i	i	i	i	1.5	7	i	i	5	i
Cc1ccc(S(=O)(=O)N/N=C/c2ccc(OS(=O)(=O)c3ccc(C)c([N+](=O)[O-])c3)cc2)cc1	i	i	i	i	i	0.0	-22	i	i	20	i
O=C(NCCc1ccccc1F)/C(=C/c1cccnc1)NC(=O)c1ccccc1	i	i	i	i	i	-0.1	-2	i	i	-3	i
CSc1nc2sc3c(c2c(=O)n1CC(C)C)CC(C)(C)OC3	i	i	i	i	i	0.0	1	i	i	3	i
CCOC(=O)C1(Cc2cccc(OC)c2)CCN(Cc2cnc(N)nc2)CC1	i	i	i	i	i	0.1	-4	i	i	1	i
COC(=O)c1ccccc1Oc1nc(Cl)cc(OC)n1	i	i	i	i	i	0.3	-15	i	i	-2	i
COc1ccc(CCNC(=S)Nc2cccc3ccccc23)cc1	i	i	i	i	i	-0.1	3	i	i	4	i
CN1CCN(C(=O)C23CCC(C)(C(=O)C2Br)C3(C)C)CC1 (stereo not drawn)	i	i	i	i	i	-0.7	0	i	i	-2	i
COc1ccc(/C=N/OCC(=O)N2CC3(C)CC2CC(C)(C)C3)cc1OC (stereo not drawn)	i	i	i	i	i	-0.3	-1	i	i	5	i
c1ccc(CCOn2ccnc2)cc1	i	i	i	i	i	-0.6	3	i	i	-4	i
O=C(NCc1ccc(F)cc1)C1C2C=CC3(CN(Cc4cccnc4)C(=O)C13)O2 (stereo not drawn)	i	i	i	i	i	0.4	1	i	i	-4	i
CC12CCC3(CO)COC(c4ccccc4O1)C2C3 (stereo not drawn)	i	i	i	i	i	-0.3	1	i	i	1	i
CC(=O)Nc1ccc(C(=O)OCC(=O)N(Cc2ccccc2)C(C)(C)C)cc1	i	i	i	i	i	-1.3	1	i	i	1	i
CCOC(=O)c1ccc(NC(=O)NCCN2CCCCC2)cc1	i	i	i	i	i	0.0	0	i	i	0	i
O=C(NNC(=S)Nc1ccc(Br)cc1)c1ccc(N2CCOCC2)c([N+](=O)[O-])c1	i	i	i	i	i	0.1	13	i	i	27	i
CCO/C=C1/C(=O)N(c2ccccc2OC)C(=O)c2ccccc21	i	i	i	i	i	-0.2	-5	i	i	-2	i
O=C(c1ccc(F)cc1)N1CCN(C(=O)c2ccc([N+](=O)[O-])cc2)CC1	i	i	i	i	i	-0.1	-2	i	i	3	i
COc1ccccc1/C=C/C(=O)NCc1cccnc1	i	i	i	i	i	0.2	9	i	i	2	i
Cc1cc(C)c2cc(CN(Cc3cccs3)Cc3nnnn3CC3CCCO3)c(=O)[nH]c2c1 (stereo not drawn)	i	i	i	i	i	/	-5	i	i	3	i
c1ccc(CSc2nnc(-c3cccs3)n2Cc2ccco2)cc1	i	i	i	i	-5.8*	0.4	0	i	i	1	i
O=C(CS(=O)(=O)c1ccccc1)NCc1ccco1	i	i	i	i	i	/	/	i	i	/	i
CC(=O)c1ccc(-c2ccc(C(=O)N(C)c3c(N)n(Cc4ccccc4)c(=O)[nH]c3=O)o2)cc1	i	i	i	i	i	0.6	6	i	i	21	i
Cc1nn(-c2ccccc2)c2c1C(c1c(C)[nH]c(C#N)c1C)C(C#N)=C(N)O2 (stereo not drawn)	i	i	i	i	i	-1.0	/	i	i	2	i
CCc1ccc(Nc2nc(N)nc(CSc3nnnn3-c3ccccc3)n2)cc1	i	i	i	i	i	0.1	-26	i	i	-3	i
O=S(=O)(Nn1cnnc1)c1ccc(F)cc1	i	i	i	i	i	-0.1	2	i	i	-1	i
Cc1ccc(S(=O)(=O)N2CCN(c3ccc([N+](=O)[O-])c(NCCN4CCOCC4)c3)CC2)cc1	i	i	i	i	i	-0.7	-7	i	i	-2	i
O=c1[nH]c(C2CC2)nc2sc3c(c12)CCCC3	i	i	i	i	i	0.3	7	i	i	9	i

Compounds were not picked by outcome; overall some 6.1% were active at least once.
